B2AR arrestin – recruits beta-arrestin to the human beta2-adrenergic receptor. Potency, µM (series often up to 46.1 µM), inactives show at the highest dose activation, hits mostly activators. hit rate 0.02% among 330,000. P07550. beta-arrestin recruitment to beta2AR, cell-based reporter;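 further: potency means the concentration at half of the fitted maximal effect; 0% = DMSO controls and full agonism = EC100 isoproterenol or metaproterenol; nearly all actives have a fitted effect of over 65% in size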
Target sequence (P07550 whole entry, looked up): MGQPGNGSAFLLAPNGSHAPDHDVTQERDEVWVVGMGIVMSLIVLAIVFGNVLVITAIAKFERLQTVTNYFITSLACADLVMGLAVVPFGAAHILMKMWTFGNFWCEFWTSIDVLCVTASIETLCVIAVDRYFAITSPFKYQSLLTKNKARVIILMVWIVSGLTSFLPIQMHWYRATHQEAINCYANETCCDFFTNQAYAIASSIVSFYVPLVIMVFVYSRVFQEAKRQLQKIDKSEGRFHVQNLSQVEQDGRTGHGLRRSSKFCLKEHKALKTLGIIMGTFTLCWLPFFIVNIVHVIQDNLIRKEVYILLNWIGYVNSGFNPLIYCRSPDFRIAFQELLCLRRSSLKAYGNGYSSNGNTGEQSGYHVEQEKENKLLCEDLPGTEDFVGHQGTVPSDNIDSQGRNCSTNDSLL
p53 reactivation – mutant p53 re-activation in reporter cells; hit rate 0.063% among 320,000; Potency, µM (series often up to 92.2 µM), without a hit: top-dose activity change, positive = activation, actives largely listed as activators; H1299 p53-A138V BP100-luciferase reporter, luminescence, 24 h; further: potency means the concentration at half of the fitted maximal effect; % of control where 0% means no effect; nearly all actives have a fitted effect of over 45% in size
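p53-null H1299 cells stably carrying temperature-sensitive p53-A138V and a BP100-luciferase reporter were pinned with compounds (4-point, 1:5 series) and held 24 hrs at 37 deg C. Luminescence was read 10 min after detection reagent.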
Eya2 phos inh – inhibitors of human Eya2 phosphatase activity; Potency, µM (series often up to 76.9 µM), without a hit: at the top dose activity, negative = inhibition, actives largely listed as inhibitors; AID 488837; recombinant Eya2, OMFP fluorescence dephosphorylation (OMFP is methylfluorescein phosphate); hit rate 0.006% among 330,000; further: potency means the concentration at half of the fitted maximal effect; on the % scale 0 is the no-effect control and ±100 the full control effect
Target sequence (O00167 whole entry, looked up): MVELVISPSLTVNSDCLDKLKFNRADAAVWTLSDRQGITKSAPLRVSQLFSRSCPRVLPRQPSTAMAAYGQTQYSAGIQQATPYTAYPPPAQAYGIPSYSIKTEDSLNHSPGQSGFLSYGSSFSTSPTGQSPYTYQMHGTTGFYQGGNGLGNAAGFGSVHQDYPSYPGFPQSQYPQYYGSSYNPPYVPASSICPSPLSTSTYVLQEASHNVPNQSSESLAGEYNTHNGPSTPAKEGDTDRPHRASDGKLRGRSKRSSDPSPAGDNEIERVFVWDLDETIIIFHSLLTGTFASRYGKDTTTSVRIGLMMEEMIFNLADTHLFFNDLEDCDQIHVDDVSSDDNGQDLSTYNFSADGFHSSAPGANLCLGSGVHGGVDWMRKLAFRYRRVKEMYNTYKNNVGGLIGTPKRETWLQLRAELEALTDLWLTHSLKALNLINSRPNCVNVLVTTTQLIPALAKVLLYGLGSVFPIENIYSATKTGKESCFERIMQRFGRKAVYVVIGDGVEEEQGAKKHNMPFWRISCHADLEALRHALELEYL
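Eya2 (0.2 uM) preincubated 10 min at ambient with compound, then OMFP substrate added at 50 uM; 10 min reaction in 50 mM HEPES pH 7.5, 50 mM NaCl, 5 uM MgCl2, 0.05% BSA, 1 mM DTT. Fluorescence read at Ex 485/Em 525 nm.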
USP2a block – USP2a (human) protease inhibition; O75604; USP2 core, Ub-CHOP2 coupled fluorogenic reporter, 485/531; Potency, µM (highest dose often 38.3 µM), without a hit: at the highest dose activity change, negative = inhibition, actives largely listed as inhibitors; hit rate 0.01% among 330,000;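 further: potency means the concentration at half of the fitted maximal effect; plate controls were DMSO wells for no effect and full inhibition by NEM control for full effect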
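USP2 core (10nM final) preincubated 30min RT with compound in 20mM Tris-HCl pH 8.0, 2mM CaCl2, 2mM beta-mercaptoethanol, 0.05% CHAPS; 25nM Ub-CHOP2 plus 25nM reporter substrate added, fluorescence (Ex485/Em531) read after 60min.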
TSG101-PTAP inh – blocks PTAP/TSG101 interaction to inhibit HIV-1 budding; Q99816; Fluorescence polarization, FITC-PTAP peptide / Tsg101 binding; Potency, µM (doses to about 115 µM), without a hit: at the top dose activity change, negative = inhibition, most hits filed as inhibitors; 340,000 tested, under 10 active; active means well fitted inhibition curve with a large enough effect in the main read-out, with a control signal flat, not every such curve was filed as active; inconclusive means small, poorly fitted or top-dose-only effect, or effect the other way, or a change in a side signal; inactive means no such curve, though single readings can be large or run the other way; further: potency means the concentration at half of the fitted maximal effect; % of control where 0% means no effect
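FP read-out: FITC-PTAP peptide, 50 nM final, binding Tsg101 binding domain, 10 uM final; 20 min, r.t.; 10 mM HEPES pH 7.5, 0.15 M NaCl, 0.01% Tween 20, 3 mM EDTA, 0.1 mM TCEP.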
uPA surface inh – cell surface uPA generation inhibition; Potency, µM (titrated, usually from 38.3 µM), for the others: at the top dose activity change, negative = inhibition, actives largely listed as inhibitors; cell surface uPA generation assay, qHTS; hit rate 0.31% among 330,000; active means well fitted inhibition curve with a large enough effect; inconclusive means small, poorly fitted or top-dose-only effect; inactive means no such curve, though single readings can be large or run the other way; tested in mouse RAW 264.7 cells; further: potency means the concentration at half of the fitted maximal effect; on the % scale 0 is the no-effect control and ±100 the full control effect; nearly all actives have a fitted effect of over 55% in size
BRCA1 expr up – BRCA1 expression activation; MCF7-BRCA1-FFLuc reporter, luminescence, 48 h; response scale: scaled: vehicle 0%, 10 µM genistein 100%; Potency, µM (doses to about 46.1 µM), for the others: at the top dose activation, usual class: activators; hit rate 1.1% among 380,000; further: potency means the concentration at half of the fitted maximal effect; nearly all actives have a fitted effect of over 80% in size; some results filed as inactive show a strong effect at the top dose
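Activators of BRCA1 expression were detected as increased firefly luciferase luminescence in engineered MCF7 cells after 48 h compound incubation. Signals were scaled to genistein 10 microM as full activation.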
ELG1 genotox – induces genotoxicity in HEK293T cells with luciferase-tagged ELG1; HEK293T ELG1-luciferase reporter, luminescence, 16 h; Potency, µM (top dose mostly 46 µM), without a hit: at the highest dose activity change, positive = activation, most hits filed as activators; hit rate 1.3% among 330,000; AID 504466; further: potency means the concentration at half of the fitted maximal effect; % of control where 0% means no effect; nearly all actives have a fitted effect of over 60% in size
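ELG1-luciferase HEK293T cells, 2,000/well; compound pinned in; 16 hr, 37 °C, 5% CO2; ONE-Glo, 30 min RT; luminescence on CCD imager.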
ASM inhibitor – human S-ASM enzyme inhibition. Potency, µM (doses to about 57.5 µM), without a hit: top-dose activity change, negative = inhibition, usual class: inhibitors. placental ASM, HMU-PC fluorogenic substrate, 60 min. P17405. hit rate 0.006% among 340,000. AID 504937; further: potency means the concentration at half of the fitted maximal effect
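Fluorescence read-out (Ex 386 nm, Em 447 nm) after stopping the reaction at pH 10. Enzyme: ASM from human placenta; substrate HMU-PC0, 9 uM final; 60 min, 37 °C. Compound preincubation 10 min, ambient temperature.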
a7 integrin act – activators of alpha7 integrin expression for muscular dystrophy. hit rate 0.064% among 350,000. alpha7betagal myoblasts, beta-gal FDG fluorescence, 48 h. Potency, µM (top dose mostly 38.3 µM), without a hit: at the top dose activation, most hits filed as activators. AID 624291;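 further: potency means the concentration at half of the fitted maximal effect; 100% = response of the positive control SU9516; nearly all actives have a fitted effect of over 60% in size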
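alpha7betagal+/- myoblasts (passage 13, 250/well) treated 48 h at 37C with compounds at 1:260 dilution of DMSO stock. Lysed, then beta-galactosidase activity read as FDG fluorescence (ex 480/em 540) after 30 min, with pre-read for autofluorescence.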
TRPV1 ag – activates the human vanilloid receptor TRPV1; activation, % at 8.33 µM; TRPV1-expressing cells, Fluo-8 calcium influx, agonist mode; Q8NER1; hit rate 0.19% among 320,000; in the data active means activation above about 80%; inconclusive means between about 30% and that limit; further: 0% is about no effect
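TRPV1-expressing cells were cultured overnight at 35.5C and loaded with Fluo-8 calcium dye for 40 to 90 min at room temperature. After a 10 s baseline, compound was added and calcium influx was read kinetically for 3 min (ex 480/em 520 nm).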
Starred values were filed as active, the others as inactive; [ ] = another dose, or the depositor's remark. Unless noted, the call rests on the fitted dose curve; in most records, active means well fitted curve in the direction sought with a large enough effect; inconclusive means small, poorly fitted or top-dose-only effect, or another doubt; inactive means no such curve, though single readings can be large; an effect the other way counts as inactive or inconclusive.

`CN(C)CCn1cnc2c1c(=O)[nH]c(=O)n2Cc1ccccc1` gave B2AR arrestin 0.4%, p53 reactivation -1%, Eya2 phos inh -14%, USP2a block 0%, TSG101-PTAP inh 0%, uPA surface inh 1%, BRCA1 expr up 0%, ELG1 genotox -1%, ASM inhibitor 2%, a7 integrin act 11% and TRPV1 ag -5.
COc1cc([N+](=O)[O-])cc(/C=N/NC(=O)CC#N)c1O was read as B2AR arrestin 0.0%, p53 reactivation 0%, Eya2 phos inh -21%, USP2a block -4%, ELG1 genotox -4% and TRPV1 ag 2.
For O=C(NCC1CCCO1)C(C(=O)c1ccccc1)n1cc(Cl)ccc1=O (stereo unspecified) the results were B2AR arrestin -1.0%, p53 reactivation -6%, Eya2 phos inh -9%, USP2a block 0%, TSG101-PTAP inh -6%, BRCA1 expr up -6%, ELG1 genotox 3%, ASM inhibitor 1%, a7 integrin act 37% and TRPV1 ag -4.
Screening C[C@H](CO)N1C[C@H](C)[C@@H](CN(C)S(=O)(=O)c2ccccc2)Oc2c(NC(=O)C3CCCCC3)cccc2C1=O returned B2AR arrestin 0.3%, p53 reactivation -1%, Eya2 phos inh 12%, USP2a block 1%, TSG101-PTAP inh -7%, uPA surface inh 21%, BRCA1 expr up -27%, ELG1 genotox 2%, ASM inhibitor -9% and a7 integrin act 15%.
CCSc1nnc(NC(=O)c2cccc3ccccc23)s1 was read as B2AR arrestin -0.2%, p53 reactivation 1%, Eya2 phos inh 18%, USP2a block -1%, TSG101-PTAP inh 0%, uPA surface inh 15%, BRCA1 expr up -30%, ELG1 genotox 1%, ASM inhibitor -10%, a7 integrin act 6% and TRPV1 ag 20.
`O=C(CN1C(=O)C2C3C=CC(C3)C2C1=O)Nc1ccc(F)cc1` (stereo unspecified) gave B2AR arrestin -0.3%, p53 reactivation -2%, Eya2 phos inh -9%, USP2a block 0%, TSG101-PTAP inh 3%, uPA surface inh 11%, BRCA1 expr up 10%, ELG1 genotox -12%, ASM inhibitor 0%, a7 integrin act 13% and TRPV1 ag 9.
COc1ccc(CNC(=O)/C(C)=C\C(=O)O)cc1 was read as B2AR arrestin 0.1%, p53 reactivation 28%, Eya2 phos inh -3%, USP2a block 1%, TSG101-PTAP inh 0%, uPA surface inh -3%, BRCA1 expr up 8%, ELG1 genotox -11%, ASM inhibitor -3%, a7 integrin act -7% and TRPV1 ag 6.
`O=C(CN1CCN(Cc2ccccc2)C1=O)NCCCN1CCOCC1` gave B2AR arrestin 0.2%, p53 reactivation -1%, Eya2 phos inh 3%, USP2a block 3%, TSG101-PTAP inh 1%, uPA surface inh 7%, BRCA1 expr up inconclusive, ELG1 genotox 1%, ASM inhibitor 2%, a7 integrin act -1% and TRPV1 ag -1.
CC(C)OCCCNS(=O)(=O)c1ccc2ccccc2c1 was read as B2AR arrestin 0.0%, p53 reactivation -7%, Eya2 phos inh -23%, USP2a block 0%, TSG101-PTAP inh -5%, BRCA1 expr up -2%, ELG1 genotox 1%, ASM inhibitor 0%, a7 integrin act 10% and TRPV1 ag 0.
For COC(=O)CSc1nnc2n1C(C)(C)Cc1ccccc1-2 the results were B2AR arrestin 0.1%, p53 reactivation 0%, Eya2 phos inh -9%, USP2a block -1%, TSG101-PTAP inh -8%, BRCA1 expr up -13%, ELG1 genotox 1%, ASM inhibitor -2%, a7 integrin act 12% and TRPV1 ag 5.

Fetched by structure from the list above:
COc1ccc(CNC(=O)/C(C)=C\C(=O)O)cc1 was read as B2AR arrestin 0.1%, p53 reactivation 28%, Eya2 phos inh -3%, USP2a block 1%, TSG101-PTAP inh 0%, uPA surface inh -3%, BRCA1 expr up 8%, ELG1 genotox -11%, ASM inhibitor -3%, a7 integrin act -7% and TRPV1 ag 6.
CCSc1nnc(NC(=O)c2cccc3ccccc23)s1 was read as B2AR arrestin -0.2%, p53 reactivation 1%, Eya2 phos inh 18%, USP2a block -1%, TSG101-PTAP inh 0%, uPA surface inh 15%, BRCA1 expr up -30%, ELG1 genotox 1%, ASM inhibitor -10%, a7 integrin act 6% and TRPV1 ag 20.

Next section:
Screening NC(=S)Nc1c(Cl)cccc1Cl returned B2AR arrestin 0.4%, p53 reactivation -1%, Eya2 phos inh -19%, USP2a block 0%, TSG101-PTAP inh -8%, uPA surface inh 12%, BRCA1 expr up 5%, ELG1 genotox -1%, ASM inhibitor 0%, a7 integrin act -29% and TRPV1 ag -1.
For CCN(CC)CCCN(Cc1cc2cc(OC)ccc2[nH]c1=O)C(=O)Nc1ccccc1 the results were B2AR arrestin -0.4%, p53 reactivation -3%, Eya2 phos inh inconclusive, USP2a block 0%, TSG101-PTAP inh 3%, uPA surface inh -1%, BRCA1 expr up -21%, ELG1 genotox -3%, ASM inhibitor 81%[activator], a7 integrin act -70%[inhibitor] and TRPV1 ag 0.
`N#CCn1cnc2sc(-c3ccccc3)cc2c1=O` gave B2AR arrestin -1.1%, p53 reactivation -9%, Eya2 phos inh 5%, USP2a block 2%, TSG101-PTAP inh 1%, uPA surface inh -1%, BRCA1 expr up 64%, ELG1 genotox 12%, ASM inhibitor 3%, a7 integrin act 14% and TRPV1 ag 1.
Screening CCCCC(=O)Nc1ccccc1C(=O)N1CCOCC1 returned B2AR arrestin -0.2%, p53 reactivation -2%, Eya2 phos inh -6%, USP2a block 0%, TSG101-PTAP inh -2%, uPA surface inh 0%, BRCA1 expr up 0%[1.84 µM], ELG1 genotox 1%, ASM inhibitor 4%, a7 integrin act inconclusive and TRPV1 ag -3.
For O=C(O)c1cnn(-c2nc(-c3cccc(F)c3)cs2)c1C(F)(F)F the results were B2AR arrestin -0.3%, p53 reactivation -1%, Eya2 phos inh 22%, USP2a block 2%, TSG101-PTAP inh -5%, uPA surface inh 3%, BRCA1 expr up 2%, ELG1 genotox 0%, ASM inhibitor 2%, a7 integrin act -3% and TRPV1 ag 0.
Cc1ccccc1N1CC(=O)N(c2ccccc2C)CC1=O was read as B2AR arrestin 0.4%, p53 reactivation 0%, Eya2 phos inh 33%, USP2a block 0%, TSG101-PTAP inh -2%, uPA surface inh 1%, BRCA1 expr up -6%, ELG1 genotox -3%, ASM inhibitor 3%, a7 integrin act 16% and TRPV1 ag -4.
For COc1ccc(-c2nc(NCCCN(C)C)c3ccccc3n2)cc1 the results were B2AR arrestin 0.0%, Eya2 phos inh 5%, USP2a block -2%, TSG101-PTAP inh -1%, uPA surface inh inconclusive, BRCA1 expr up -6%, ELG1 genotox inconclusive, ASM inhibitor 16%, a7 integrin act -52%[inhibitor] and TRPV1 ag -1.
CCOC(=O)c1ccc(NS(=O)(=O)c2ccc3c(c2)n(C)c(=O)n3C)cc1 was read as B2AR arrestin 0.0%, p53 reactivation 3%, Eya2 phos inh inconclusive, USP2a block 2%, TSG101-PTAP inh -1%, uPA surface inh -25%, BRCA1 expr up -7%, ELG1 genotox 15%, ASM inhibitor -7%, a7 integrin act 1% and TRPV1 ag 6.
`CC(CC(=O)Nc1ccc(F)cc1F)S(=O)(=O)c1ccc2c(c1)NC(=O)CO2` (stereo unspecified) gave B2AR arrestin 0.0%, p53 reactivation 0%, Eya2 phos inh -7%, USP2a block 0%, TSG101-PTAP inh -2%, uPA surface inh 0%, BRCA1 expr up 8%, ELG1 genotox -4%, ASM inhibitor -1%, a7 integrin act -1% and TRPV1 ag -4.
Screening COc1ccc(CN2CCOCCOCCOCCOCCOCC2)cc1 returned B2AR arrestin -0.1%, p53 reactivation -2%, Eya2 phos inh 4%, USP2a block 1%, TSG101-PTAP inh 0%, uPA surface inh -7%, BRCA1 expr up -10%, ELG1 genotox -4%, ASM inhibitor 2% and a7 integrin act 6%.
Screening COc1ccc(NC(=O)Cc2nc3ccccc3[nH]2)cc1 returned B2AR arrestin -0.5%, p53 reactivation -3%, Eya2 phos inh 13%, USP2a block -14%, TSG101-PTAP inh -7%, uPA surface inh -4%, BRCA1 expr up -40%, ELG1 genotox 1%, ASM inhibitor 0%, a7 integrin act 17% and TRPV1 ag 5.
Screening Clc1ccc(CNC2CCCC2)c(Cl)c1 returned B2AR arrestin 0.4%, p53 reactivation 1%, Eya2 phos inh -15%, USP2a block 0%, TSG101-PTAP inh -6%, uPA surface inh 1%, BRCA1 expr up -19%, ELG1 genotox 0%, ASM inhibitor -2%, a7 integrin act -3% and TRPV1 ag -1.

Assay outcomes (PubChem BioAssay)
